Screens: PubChem, several laboratories
KCNQ2 block = KCNQ2 channel blockers in CHO-K1 cells – cell-based, FluxOR thallium flux, B-score, primary screen (AID 2156). O88943. 20 min; hits give low values. B-score at 10 µM. hit rate 1.1% among 310,000;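 active means fluorescence ratio B-score at most minus 3 library SDs, with starting brightness B-score within 2 library SDs, cut at about -5.5 in these data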
Kir21 inh = inhibitors of mouse Kir2.1 inward-rectifier potassium channel | B-score at 10 µM | hit rate 0.85% among 310,000 | P35561 | HEK293-Kir2.1, FluxOR thallium flux fluorescence; hits give low values;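 active means fluorescence ratio B-score at or below minus 3 SD of library scores, with starting-brightness B-score within 2 SD, cut at about -4.2 in these data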;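 further: channel flux triggered by added potassium and thallium sulfate stimulus; B-score of peak minus minimum fluorescence over baseline after thallium stimulus; more negative B-score means stronger Kir2.1 block with less thallium influx; some compounds called inactive have numbers as strong as hits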
Target sequence (P35561 whole entry, looked up): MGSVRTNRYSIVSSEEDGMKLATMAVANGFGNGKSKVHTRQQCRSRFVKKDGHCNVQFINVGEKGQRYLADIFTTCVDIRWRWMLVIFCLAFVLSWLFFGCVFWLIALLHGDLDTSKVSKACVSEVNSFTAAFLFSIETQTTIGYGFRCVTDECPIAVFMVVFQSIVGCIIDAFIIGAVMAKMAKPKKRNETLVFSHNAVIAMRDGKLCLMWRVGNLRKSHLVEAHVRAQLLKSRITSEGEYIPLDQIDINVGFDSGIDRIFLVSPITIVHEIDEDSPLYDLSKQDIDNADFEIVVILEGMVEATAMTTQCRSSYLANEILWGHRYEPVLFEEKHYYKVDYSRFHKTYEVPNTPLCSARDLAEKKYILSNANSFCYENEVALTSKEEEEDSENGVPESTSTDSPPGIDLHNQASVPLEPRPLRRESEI
STK33 kinase inh = inhibitors of human STK33 kinase | purified STK33, MBP phosphorylation, ADP-Glo luminescence | inhibition, % at 10 µM | hit rate 0.073% among 320,000;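 active means inhibition at or above 25%, using the most active replicate where run in duplicate; inactive means inhibition below 25%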
Target sequence (Q9BYT3 whole entry, looked up): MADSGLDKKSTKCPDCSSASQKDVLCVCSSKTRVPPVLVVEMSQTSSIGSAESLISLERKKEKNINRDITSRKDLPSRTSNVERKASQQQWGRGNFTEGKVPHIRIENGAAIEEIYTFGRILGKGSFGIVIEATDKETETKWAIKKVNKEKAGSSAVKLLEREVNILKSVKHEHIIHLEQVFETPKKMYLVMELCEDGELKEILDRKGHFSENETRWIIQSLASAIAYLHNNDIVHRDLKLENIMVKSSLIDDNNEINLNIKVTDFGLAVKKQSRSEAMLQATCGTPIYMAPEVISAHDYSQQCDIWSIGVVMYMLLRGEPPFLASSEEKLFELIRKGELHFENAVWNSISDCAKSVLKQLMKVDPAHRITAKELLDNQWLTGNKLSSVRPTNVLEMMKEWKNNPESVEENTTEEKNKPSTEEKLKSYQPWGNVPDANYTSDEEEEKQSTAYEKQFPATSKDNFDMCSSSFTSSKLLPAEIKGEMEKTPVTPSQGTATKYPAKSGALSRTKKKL
* = called active by the depositor; i = inactive; x = no result given.

canonical_smiles | Kir21 inh | KCNQ2 block | STK33 kinase inh
Cc1onc(-c2ccccc2)c1C(=O)Nc1nc2c(s1)C(=O)CC(C)(C)C2 | 4.1 | i | 0.2
O=C(Nc1ccccc1Cl)C1C2CCC3C(CCC21)C3(Cl)Cl (stereo not given) | 0.24 | i | -1.0
CCCn1c(NCCO)nc2ccccc21 | -0.09 | i | -1.1
CCOc1cc(N2CCOCC2)c(OCC)cc1NC(=O)COC(=O)COc1cc(C)cc(C)c1 | 0.25 | i | -0.8
CCc1nn(CCCC(=O)Nc2ccc(C)c(C)c2)c(=O)c2cc3occc3n12 | -0.91 | i | -0.7
O=C(Oc1ccc2ccc(O)cc2c1)C1CCCCC1 | 0.57 | i | -1.4
CCOc1ccc(OCc2cccc(C(=O)N3CCOCC3)c2)cc1 | 0.66 | i | -0.7
CCc1c(C)nc(SCC(=O)Nc2ccc3c(c2)OCCO3)[nH]c1=O | 1.4 | i | -0.9
O=C(COC(=O)c1ccc(F)c(S(=O)(=O)N2CCCCC2)c1)NCc1ccc(F)cc1 | -1.4 | i | -0.5
COc1ccc(-c2nnn(Cc3ccccc3F)n2)cc1 | -0.07 | i | 6.6
Cc1ccnc(N2CCCC(C(=O)NCc3cccs3)C2)n1 (stereo not given) | 0.04 | i | -0.8
Cc1cccc(N2CCN(C(=O)C3COc4ccccc4O3)CC2)c1C (stereo not given) | 0.05 | i | -0.3
COC(=O)C1=C(C)N(c2ccc(S(N)(=O)=O)cc2)C(=O)C1 | 2.1 | i | -2.5
COc1cccc(NC(=O)NCc2ccc(F)cc2)c1 | 0 | i | -0.6
O=S(=O)(Cc1ccccc1Cl)N1CCCC1 | -2.6 | i | 2.0
Cn1c2c(c(=O)n(C)c1=O)C(c1ccccc1F)C(C#N)=C(N)O2 (stereo not given) | 0.04 | i | -0.7
O=C(/C=C/c1ccccc1)c1cc(Br)ccc(=O)c1O | -1.7 | i | 0.5
Cc1cccc(N2CCN(Cc3nc(-c4ccc(F)cc4F)oc3C)CC2)n1 | -2.8 | i | 0.3
COC(=O)C(NS(=O)(=O)c1ccc(F)cc1)c1ccccc1 (stereo not given) | -2.9 | i | 0.1
COc1ccc(S(=O)(=O)N2CCC(C(=O)NCCc3ccccc3)CC2)cc1OC | 1.5 | i | -0.1
CCOC(=O)c1cnc2c(c(C)nn2-c2ccc(C)cc2)c1Cl | 1.7 | i | x
COc1ccc(CCN(C)C(=O)c2cc(S(=O)(=O)N3CCCCC3)ccc2Cl)cc1OC | 0.03 | i | 1.1
C/C=C/c1ccc(OCC(=O)OCc2csc(Nc3ccc(C)cc3)n2)c(OC)c1 | 0.73 | i | -0.4
C#CCn1c(=NC(=O)CN2C(=O)CCC2=O)sc2cc(S(N)(=O)=O)ccc21 | 1.6 | i | 0.0
CC(C)c1ccc2[nH]c(O)c(N=NC(=O)c3cccc(S(=O)(=O)Nc4ccc(Cl)cc4)c3)c2c1 | -1.7 | i | -3.8
C=CCNC(=O)C1CCCN(S(=O)(=O)c2ccc(-n3cnnn3)cc2)C1 (stereo not given) | -0.91 | i | -0.2
O=[N+]([O-])c1cnc2nc(-c3ccncc3)nn2c1O | 0.66 | i | 5.8
Cc1cccc(C)c1NC(=O)COC(=O)c1ccccc1[N+](=O)[O-] | 1 | i | -0.7
COc1cccc(C(=O)NCCS(=O)(=O)N2CCC(C)CC2)c1 | -0.37 | i | -0.5
COc1ccc(C(=O)N2CCC(C(=O)Nc3ccccc3OC)CC2)cc1 | 0.81 | i | -0.4

A different layout for some results above:
COC(=O)C(NS(=O)(=O)c1ccc(F)cc1)c1ccccc1 (stereo not given)
  Kir21 inh = -2.9; KCNQ2 block = i; STK33 kinase inh = 0.1

COc1cccc(NC(=O)NCc2ccc(F)cc2)c1
  Kir21 inh = 0; KCNQ2 block = i; STK33 kinase inh = -0.6

Cc1onc(-c2ccccc2)c1C(=O)Nc1nc2c(s1)C(=O)CC(C)(C)C2
  Kir21 inh = 4.1; KCNQ2 block = i; STK33 kinase inh = 0.2

O=C(/C=C/c1ccccc1)c1cc(Br)ccc(=O)c1O
  Kir21 inh = -1.7; KCNQ2 block = i; STK33 kinase inh = 0.5

New compounds follow:
canonical_smiles | Kir21 inh | KCNQ2 block | STK33 kinase inh
Cc1ccc(CN2CCN(Cc3ccccn3)CC2CCO)cc1 (stereo not given) | 0.04 | i | -0.3
CC(C)Oc1ccc(C(=O)Nc2nc3ccccc3[nH]2)cc1 | -1.4 | i | 1.6
CCCCCC(=O)Nc1nnn(CCC)n1 | 0.51 | i | 2.8
COc1ccc(-c2cc(C(=O)Nc3cc(C)n(Cc4ccc(Cl)cc4)n3)no2)cc1OC | -0.37 | i | 0.9
CCC(NC(=O)c1ccccc1NC(=O)C(C)(C)C)C(=O)N1CCCC1 (stereo not given) | -1 | i | 0.2
Cc1ccc(NP(=O)(c2ccc(N(C)C)cc2NC(=O)c2cccs2)N2CCOCC2)cc1Cl (stereo not given) | 0.73 | i | -0.8
CC1(OC(=O)c2ccc(Cl)nc2)C(=O)C=C2C=C(C3CC3)OC=C2C1=O (stereo not given) | -0.09 | i | -0.4
CC(C)N(Cc1ccccc1)C(=O)CCS(=O)(=O)c1ccc2c(c1)oc(=O)n2C | 0.34 | i | 0.5
CCOC(=O)c1[nH]c(C)c(C(=O)NCC2CCCO2)c1C (stereo not given) | 0.35 | i | -1.0
Cc1c(N=c2c(=O)c3ccccc3c2=O)c(=O)n(-c2ccccc2)n1C | -0.23 | i | 0.1
COc1ccc(C(=O)C2CCCN(C(=O)c3cnsn3)C2)c(C)c1 (stereo not given) | -1.6 | i | x
CCOC(=O)C1=C(N)N2C(=O)C(C)SC2=C(C(=O)OC)C1c1cccc(OC)c1 (stereo not given) | -0.67 | i | 0.3
Cc1ccc(OCC(=O)N2CCc3ccccc32)cc1 | -0.65 | i | 5.6
COc1cc(/C=C2/SC(=NCc3ccccc3)N(Cc3ccccc3)C2=O)ccc1O | 0.98 | i | -1.9
CCCn1c(=O)c2ccccc2n2c(SCCOc3ccc(C)cc3)nnc12 | -3.5 | i | -1.5
CCOc1ccc(-c2c(C(=O)N/N=C(\C)c3cccs3)nnn2-c2nonc2N)cc1 | 1.6 | i | -2.2
O=C1c2cccc3cccc(c23)C(=O)N1c1nncs1 | 1.8 | i | -0.1
CC(=O)Nc1nonc1NC(=O)CSc1nc2ccccc2o1 | 0.19 | i | 0.0
COc1cc(Cl)c(S(=O)(=O)NCCN2CCOCC2)cc1Cl | 0.17 | i | -3.5
CC(C)CN1CCC(CNC(=O)CCc2nnc(Cc3c[nH]c4ccccc34)o2)CC1 | -0.88 | i | 0.0
Cc1ccc(CC(=O)NNC(=O)c2ccncc2)cc1C | 0.11 | i | -0.8
COc1cc(Cl)ccc1NC(=S)N(CCCN1CCOCC1)Cc1cn(C)c2ccccc12 | 0.04 | i | -1.0
CC(=O)N1CCc2cc(S(=O)(=O)NCCC(=O)NCCc3ccc(Cl)cc3)ccc21 | -0.91 | i | 0.5
Cc1ccc(-c2nnc(Nc3ccc(OCC(N)=O)cc3)c3ccccc23)cc1S(N)(=O)=O | -2.1 | i | 0.1
Cc1ccc(N=Cc2c(O)cc(C)oc2=O)c(C)c1 | 0.37 | i | 1.8
O=C(Nc1ccc(O)c(C(=O)O)c1)Oc1ccccc1 | -0.02 | i | 2.5
CCOC(=O)c1oc2cc(OCC(N)=O)ccc2c(=O)c1-c1ccc(OC)c(OC)c1 | -0.3 | i | -1.1
C=CCNC(=S)NNC(=O)c1ccccc1 | 0.47 | i | -0.7
O=C(NCCc1ccc(Cl)cc1)C1CCN(S(=O)(=O)N2CCC3(CC2)OCCO3)CC1 | 0.69 | i | -0.4
COc1ccc(CNC(=O)CCc2c(C)nc3cc(-c4ccccc4OC)nn3c2C)cc1 | -0.7 | i | 0.0

Carrying on.
canonical_smiles | Kir21 inh | KCNQ2 block | STK33 kinase inh
O=C(c1cc2sccc2n1Cc1ccccc1)N1CCN(c2nc3ccccc3s2)CC1 | -0.39 | i | -0.5
Cc1nc(C(=O)N2CCc3c([nH]c4ccccc34)C2c2cc(F)ccc2F)cs1 (stereo not given) | 1.2 | i | 4.5
CCN(CC(=O)NCc1cccs1)C(=O)c1cc(S(=O)(=O)N2CCCCC2)ccc1Cl | 0.88 | i | -0.2
Cn1c(Cc2ccccc2)nnc1SCC(=O)Nc1cccc(S(=O)(=O)NC2=NCCCCC2)c1 | -1.3 | i | -1.0
Nc1n[nH]c(CO)n1 | -0.57 | i | 0.3
Cc1ccc(NS(=O)(=O)c2cccc(C(=O)N3CCCC(C)C3)c2)cc1 (stereo not given) | -0.04 | i | -0.9
COc1cc2c(cc1OC)CN(C(=S)NC(=O)c1ccccc1)CC2 | -1.4 | i | -0.2
CC1=NN(C(C#N)c2ccccc2)C(C)(C)C1 (stereo not given) | -1.1 | i | -1.5
COc1ccccc1CCNS(=O)(=O)c1c(C)n(C)c(=O)n(C)c1=O | 0.36 | i | -0.2
CC(C)(O)C#Cc1ccc(CN2CCN(C3CCCCC3)C(CCO)C2)cc1 (stereo not given) | -0.68 | i | -0.6
CCn1nc(C)c(CN2CCC(C(=O)Nc3cccc(-c4cccc(F)c4)c3)CC2)c1C | -1.3 | i | 1.6
Cc1cc(C)cc(NC(=S)N2CCN(c3ncccn3)CC2)c1 | 2 | i | -0.9
O=C(CN1CCCc2ccccc21)Nc1ccc(F)cc1[N+](=O)[O-] | -1.1 | i | 0.4
Cc1sc2nc(SCC(=O)OC(C)C)n(C)c(=O)c2c1C | -0.04 | i | x
O=C1C=C(c2ccc3c(c2)OCO3)CCC1 | -0.22 | i | 0.5
CCn1nnnc1SCC(=O)Nc1ccc2c(c1)OCCO2 | 0.09 | i | 0.1
Cc1ccccc1NC(=O)CCS(=O)(=O)c1cccc2nonc12 | -1.6 | i | 0.1
O=C(OCCN1C(=O)c2ccccc2C1=O)c1cnccn1 | -0.04 | i | -0.7
O=C(c1ccc([N+](=O)[O-])s1)N1CCCc2ccccc21 | -2.3 | i | -0.1
O=C1CCN(C(=O)c2cccs2)c2ccccc21 | 1.1 | i | -1.1
COc1ccc(CC(=O)Nc2ccc(S(=O)(=O)Nc3ncccn3)cc2)cc1 | -0.01 | i | -0.8
C=Cn1c(C(=O)O)cc(CC)c1-c1ccccc1 | 2 | i | -0.5
CCOC(=O)c1c(NC(=O)Cn2ccsc2=N)sc(C)c1C | 0.36 | i | 1.1
CCOC(=O)N1CCN(C(=O)c2ccc(CN(c3ccc(C)c(C)c3)S(C)(=O)=O)cc2)CC1 | -0.56 | i | -0.5
Cc1cccc(NC(=O)CSc2nnc([C@@H]3CCCN3C(=O)OC(C)(C)C)o2)c1C | -1.9 | i | -0.4
CSc1nc2ccccc2n1CC(=O)N1CCCCC1 | 0.31 | i | -0.9
Cc1cccc(-c2nnc(SCCC(=O)N3CCOCC3)o2)c1 | -0.83 | i | 0.5
CC(=O)N(C)c1nnc(-c2cnccn2)s1 | -0.7 | i | -0.5
O=C(COC(=O)Cn1cnc2ccccc2c1=O)NCC12CC3CC(CC(C3)C1)C2 | 0.78 | i | -3.0
CCOC(=O)c1sc2nc(C)n(N)c(=O)c2c1C | -1 | i | -1.5

Next compounds follow.
canonical_smiles | Kir21 inh | KCNQ2 block | STK33 kinase inh
C/C(=N\NC(=O)c1cc(C2CC2)nc2ccccc12)c1ccc(C)s1 | 0.93 | i | -1.4
CC(C)c1ccccc1NC(=S)NCCCn1ccnc1 | 0.3 | i | 2.3
Nc1ccc(C(=O)OCC(=O)NC2CC2)cc1[N+](=O)[O-] | -1.1 | i | 0.5
CCOC(=O)c1cc2[nH]c3ccccc3c2[n+](-c2ccc([N+](=O)[O-])cc2)c1C | 0.36 | i | -0.1
COCCNc1nnc(SCC(=O)NC(=O)c2ccccc2)s1 | -0.39 | i | x
Cc1ccsc1/C=N\NC(=O)c1ccc2c(c1)OCO2 | -3 | i | -2.1
C/C(=N\NC(=O)c1sccc1C)c1ccncc1 | 0.74 | i | 0.5
CCOc1ccccc1NC(=O)c1nc(S(=O)(=O)Cc2ccccc2)ncc1Cl | 0.4 | i | x
Nc1nc(C23CC4CCC(CC(C4)C2)C3)cs1 | 0.62 | i | x
O=C(Nc1ccccc1F)NC1CCN(Cc2nnnn2Cc2ccc(F)cc2)CC1 | 0.68 | i | -1.1
COc1ccc(OC)c(S(=O)(=O)N(C)CC(=O)Nc2ccc3c(c2)OCCO3)c1 | 0.02 | i | -0.9
COc1ccc(C)cc1NC(=O)NCc1ccc(F)cc1 | 0.35 | i | -0.4
COC(=O)Nc1ncc(CN2CCC(c3ccccc3)CC2)s1 | -0.34 | i | -0.5
CN(C)C(=O)Cn1cnc2c(cnn2-c2ccccc2Cl)c1=O | 1.6 | i | -0.7
CC(=O)NCCOc1nc(N(C)C)nc(N2CCCCC2)n1 | 0.43 | i | -1.1
O=C(CSc1nccn1-c1cccc(Cl)c1)Nc1ccc2c(c1)OCCO2 | -0.34 | i | 0.7
CCN(CC)S(=O)(=O)c1ccc(S(=O)(=O)N(CC(=O)Nc2ccccc2)CC2CCCO2)cc1 (stereo not given) | 0.01 | i | -2.1
COc1ccc(S(=O)(=O)N2CCN=C2SCc2cccnc2)cc1 | -0.9 | i | -0.3
CCC(C)(C(=O)NC1CCCC1)N(Cc1cccs1)C(=O)c1ccc2c(c1)OCO2 (stereo not given) | -2.5 | i | 0.5

No enrichment for hits; any-hit rate near 1.9%.
